Assay outcomes: PubChem, The Scripps Research Institute Molecular Screening Center
CHRM5 PAM: human M5 muscarinic receptor positive allosteric modulators, primary screen, CHO-K1 cells, Fluo-8 calcium fluorescence; CHO-K1 hM5, ACh EC20 PAM; 0% = ACh EC20, 100% = ACh EC100; 360,000 tested, 0.3% active; activation, % at 3 µM; Muscarinic acetylcholine receptor M5 (Homo sapiens), P08912;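 active = activation above the run cutoff, the mean activation of all test compounds plus 3 SD, cut at about 18% in these data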
Target sequence (P08912 whole entry, looked up): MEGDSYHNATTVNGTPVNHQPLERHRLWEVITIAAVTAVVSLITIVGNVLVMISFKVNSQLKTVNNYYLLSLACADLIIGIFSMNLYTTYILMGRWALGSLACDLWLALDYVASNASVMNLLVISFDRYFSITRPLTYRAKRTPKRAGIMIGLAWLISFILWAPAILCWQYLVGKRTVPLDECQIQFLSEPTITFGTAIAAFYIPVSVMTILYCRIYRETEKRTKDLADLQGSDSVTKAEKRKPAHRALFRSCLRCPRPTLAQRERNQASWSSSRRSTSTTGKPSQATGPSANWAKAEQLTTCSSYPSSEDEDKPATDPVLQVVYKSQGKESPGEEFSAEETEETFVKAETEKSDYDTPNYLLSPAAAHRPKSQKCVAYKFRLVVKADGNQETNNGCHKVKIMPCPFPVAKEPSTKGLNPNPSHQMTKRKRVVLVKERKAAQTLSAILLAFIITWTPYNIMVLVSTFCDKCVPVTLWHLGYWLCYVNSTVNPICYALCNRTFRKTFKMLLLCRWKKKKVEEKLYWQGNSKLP
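System – CHO-K1 hM5 cells · Compound – 3 µM, single dose · Incubation – compound preincubation 140 s before EC20 acetylcholine addition · Technique – Fluo-8 calcium fluorescence · Measure – Max/basal fluorescence ratio as % of EC20–EC100 ACh window · Benchmarks – low control EC20 acetylcholine (0%), high control EC100 acetylcholine (100%) · Replication – singlicate, one well per test compound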
CHRM4 antagonist: human M4 muscarinic receptor antagonists, primary screen, CHO cells, Fluo-8 calcium fluorescence. CHO-hM4 cells, ACh EC80. inhibition, % at 3 µM. AID 624125, 2012. Muscarinic acetylcholine receptor M4 (Homo sapiens), P08173. 360,000 tested, 0.73% active;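 active = inhibition above its plate's cutoff, the mean inhibition of sample wells plus 3 SD, cut at about 27% in these data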;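 also: 0% = acetylcholine EC80 with DMSO and 100% = DMSO without agonist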
Target sequence (P08173 whole entry, looked up): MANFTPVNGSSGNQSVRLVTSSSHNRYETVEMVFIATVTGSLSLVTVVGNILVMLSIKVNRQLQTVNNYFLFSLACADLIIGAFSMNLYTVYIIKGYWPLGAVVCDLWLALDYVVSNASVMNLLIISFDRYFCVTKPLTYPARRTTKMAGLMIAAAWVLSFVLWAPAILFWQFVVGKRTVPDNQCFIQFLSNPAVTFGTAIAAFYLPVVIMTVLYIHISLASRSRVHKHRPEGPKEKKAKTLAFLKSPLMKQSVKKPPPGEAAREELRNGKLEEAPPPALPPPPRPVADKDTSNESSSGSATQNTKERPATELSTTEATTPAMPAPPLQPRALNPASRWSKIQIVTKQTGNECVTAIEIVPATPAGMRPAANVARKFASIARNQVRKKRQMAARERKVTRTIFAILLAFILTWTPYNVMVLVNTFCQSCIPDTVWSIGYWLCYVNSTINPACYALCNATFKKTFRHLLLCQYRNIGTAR
M1 ag parental: counter-screen for M1 agonists: effect in parental CHO-K1 cells; activation, % at 3 µM; Fluo-8 calcium fluorescence; scaled to maximal ATP response, vehicle zero; 360,000 tested, 0.48% active; in the data active = activation above about 15%;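 also: untransfected CHO-K1 host cells lacking M1 receptor as counterscreen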
CHRM4 PAM: human M4 muscarinic receptor positive allosteric modulators, primary screen, CHO-K1 cells, Fluo-8 calcium fluorescence; activation, % at 3 µM; AID 624126, 2012; CHO-K1 hM4/Gqi5, ACh EC20; 0% = ACh EC20, 100% = maximal ACh; 360,000 tested, 0.4% active;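 active = activation above its plate's cutoff, the mean activation of sample wells plus 3 SD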; also: some results filed as inactive read as strong as hits
CHRM5 antagonist: human M5 muscarinic receptor antagonists, primary screen, CHO cells, Fluo-8 calcium fluorescence | 360,000 tested, 0.59% active | AID 624040, 2012 | inhibition, % at 3 µM | Muscarinic acetylcholine receptor M5 (Homo sapiens), P08912 | CHO-hM5 cells, ACh EC80;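 active = inhibition above a per-plate cutoff, the mean of that plate's test compounds plus 3 SD, cut at about 27% in these data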;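 also: 0% = acetylcholine EC80 with DMSO and 100% = DMSO without agonist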
M1 PAM parental: nonselective calcium activators in parental CHO-K1 cells, primary screen, counter-screen for M1 PAM project, cell-based, Fluo-8 calcium fluorescence, full deck, 1536-well | ATP EC20; 0% at ATP EC20, 100% at ATP max | activation, % at 3 µM | 360,000 tested, 0.02% active | AID 602247, 2012;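 active = activation above the run cutoff, the mean activation of all test compounds plus 3 SD, cut at about 40% in these data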;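 also: peak over basal fluorescence ratio in a 140 s read after ATP addition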
CHRM5 agonist: human M5 muscarinic receptor agonists, primary screen, CHO-K1 cells, Fluo-8 calcium fluorescence | Muscarinic acetylcholine receptor M5 (Homo sapiens), P08912 | 360,000 tested, 0.19% active | activation, % at 3 µM | CHO-K1 hM5 cells; 0% DMSO wells, 100% maximal acetylcholine response;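 active = activation above the run's mean over test compounds plus 3 SD, cut at about 23% in these data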;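 also: signal is peak over basal fluorescence ratio across the kinetic read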
CHRM4 agonist: human M4 muscarinic receptor agonists, primary screen, CHO-K1 cells, Fluo-8 calcium fluorescence; CHO-K1 hM4/Gqi5; vehicle 0%, full acetylcholine response 100%; activation, % at 3 µM; Muscarinic acetylcholine receptor M4 (Homo sapiens), P08173; 360,000 tested, 0.14% active; AID 624127, 2012;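 active = activation above the run mean over all test wells plus 3 SD, cut at about 32% in these data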;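 also: peak over basal fluorescence ratio per well then scaled between controls; 0% = DMSO wells and 100% = acetylcholine at EC100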
CHO-K1 Ca antag: nonselective inhibitor or artifact in parental CHO-K1 cells | ATP-induced calcium, Fluo-8 fluorescence | inhibition, % at 3 µM | 360,000 tested, 0.6% active | AID 602250;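 active = inhibition above a per-plate cutoff, the plate's mean sample inhibition plus 3 SD, cut at about 24% in these data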;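 also: 0% = DMSO plus EC80 ATP and 100% = DMSO alone without ATP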
* marks the source's active call; other numbers are inactive results.

SMILES | CHRM5 PAM | CHRM4 antagonist | M1 ag parental | CHRM4 PAM | CHRM5 antagonist | M1 PAM parental | CHRM5 agonist | CHRM4 agonist | CHO-K1 Ca antag
C=CC[C@@H](CC(=O)N[C@@H](CO)Cc1ccccc1)C(=O)NCCOC(=O)[C@@H](CC=C)Cc1ccc(F)cc1 | -3 | -11 | 0.1 | -3 | -1 | -14 | 1 | 3 | 24*
O=S(=O)(Nc1nc2ccc(S(=O)(=O)N3CCCCC3)cc2s1)c1ccccc1 | -2 | -3 | 0.3 | -9 | -1 | 0 | 2 | 1 | -16
O=C(COc1ccc(/C=N/NC(=O)C(=O)N2CCCCCC2)cc1)Nc1ccccc1Cl | -15 | -3 | 4.5 | -10 | -2 | 8 | 3 | 12 | -1
CCOc1cccc(=O)c2c(C)n(CC(=O)c3ccccc3)c(C)c12 | 7 | 0 | 0.7 | 11 | 4 | -2 | 0 | 2 | -16
CCc1nnc(NC(=O)c2ccc(S(=O)(=O)N(C)Cc3ccccc3)cc2)o1 | 6 | -8 | 1.5 | 16* | 6 | -21 | 1 | 3 | 1
CCN1C(=O)C(CC(=O)Nc2ccc(OC)cc2)N(CCc2ccccc2F)C1=S (stereo unspecified) | -19 | 9 | 7.4 | -36 | 10 | -7 | 1 | 23 | 9
COc1ccccc1/C=C/C(=O)OCC(=O)N1CCc2ccccc21 | -4 | -4 | -0.5 | -3 | 19 | -9 | -7 | 1 | -1
COC(=O)C(CSCc1ccccc1)NC(=O)CSc1nc(C)cc(=O)[nH]1 (stereo unspecified) | 0 | 3 | 0.0 | 6 | 6 | 25 | -3 | 0 | -9
CCC(C)(C)C1CCc2c(sc(N)c2C(N)=O)C1 (stereo unspecified) | -12 | 7 | 8.6 | -11 | 12 | 4 | 8 | 8 | 12
CCC(=O)Nc1nc2ccc(NC(C)=O)cc2s1 | -10 | -9 | 0.4 | 6 | -4 | 6 | -6 | 0 | -12
CCOC(=O)c1c(NC(=O)c2cccs2)sc(C(=O)N2CCOCC2)c1C | 2 | 0 | -0.2 | -5 | -7 | -17 | 2 | 1 | 0
Cc1ccc(Nc2cc(C(=O)NCCCN3CCOCC3)c3ccccc3n2)c(C)c1 | -3 | 4 | -0.3 | -4 | 8 | 5 | -4 | 1 | 1
Cn1c(=O)c2c(ncn2CC(=O)OCC(=O)c2ccc(OC(F)F)cc2OC(F)F)n(C)c1=O | 3 | -12 | 0.6 | 3 | -6 | 18 | 0 | 1 | -16
COc1ccc(N2CCN(C(=O)c3ccc(Cl)c(S(=O)(=O)N4CCCC4)c3)CC2)cc1 | 0 | -3 | 4.7 | 3 | -14 | 17 | -2 | 3 | -18
Cc1ccc(/C=C(\C#N)C(=O)Nc2ccccn2)o1 | -2 | -9 | 1.6 | -1 | 4 | 1 | 0 | 1 | -10
Cc1cccc(NCC(=O)NNC(=S)Nc2ccccc2)c1 | 2 | 6 | 1.2 | -7 | 4 | 12 | -3 | 2 | -7
CC(Oc1cc(Cl)ccc1Cl)C(=O)N/N=C\c1ccnn1C (stereo unspecified) | -3 | -4 | 0.8 | 0 | -4 | -4 | -2 | 0 | 13
Cc1cc(NS(=O)(=O)c2ccc(NC(=O)c3ccc(Br)o3)cc2)nc(C)n1 | -4 | -13 | 0.1 | 12 | -3 | 9 | -2 | 1 | -16
CN(C)c1ccc(NC(=S)N2CCN(c3ncc(C(F)(F)F)cc3Cl)CC2)cc1 | 7 | -13 | 1.6 | 2 | -8 | 13 | 3 | 1 | -12
Cc1ccc2nc(-c3ccco3)c(CC(C)(C)C)n2c1 | 7 | -9 | 0.2 | 8 | 2 | -12 | 2 | 0 | 9
O=C1C2C3CCCC3=C3CCCC3C2C(=O)N1c1ccc(Cl)cc1 (stereo unspecified) | 0 | -10 | 0.1 | 3 | 1 | 5 | -3 | 0 | 2
Nc1nn(S(=O)(=O)c2ccccc2)cc1-c1cccc([N+](=O)[O-])c1 | -2 | -2 | 0.3 | 0 | 13 | 17 | -1 | 2 | -9
COc1ccc(CN(C)CCCn2cnc3c(OC)ncnc32)cc1OC | 2 | -6 | 0.6 | 8 | 4 | 13 | 0 | 0 | -4
CCOc1ccc(C2=NNC(c3cccnc3)=Nc3ccc(OC)cc32)cc1 | -2 | -3 | -0.3 | -3 | -6 | 10 | -3 | 1 | -7
CC(Sc1ccc(Cl)cc1)C(=O)NCC1CCCO1 (stereo unspecified) | 0 | 2 | 0.1 | 2 | -19 | -5 | -1 | 0 | 9

Next records:
SMILES | CHRM5 PAM | CHRM4 antagonist | M1 ag parental | CHRM4 PAM | CHRM5 antagonist | M1 PAM parental | CHRM5 agonist | CHRM4 agonist | CHO-K1 Ca antag
Cc1c(Cl)c([N+](=O)[O-])nn1CCCC(=O)Nc1cccc(O)c1 | 12 | -22 | 0.2 | 16 | 1 | 25 | -3 | 0 | -15
Cc1cc(C)c2c(CN3CCN(c4ccccc4F)CC3)cc(=O)oc2c1 | -3 | 8 | 1.0 | -6 | 0 | 12 | 0 | -1 | 8
COc1ccc(CCNC(=O)CN(Cc2ccc(Cl)cc2)S(C)(=O)=O)cc1 | -8 | -3 | 0.9 | -7 | 4 | 5 | 1 | 3 | 5
O=[N+]([O-])c1ccc(CN2CCCCCC2)cc1 | -1 | 5 | 0.1 | -6 | 14 | 15 | -7 | 1 | -5
Cc1c(NC(=O)COC(=O)CCc2c[nH]c3ccccc23)c(=O)n(-c2ccccc2)n1C | -2 | -8 | 0.3 | 3 | 0 | -6 | -1 | 1 | 10
O=C(CN1C2CCCC1CC(NC(=O)c1ccccc1)C2)Nc1ccccc1 (stereo unspecified) | -1 | -1 | 0.7 | 0 | -2 | 13 | -5 | 2 | 1
O=C1CCCC(O)=C1N=Nc1ccc2ncsc2c1 | 0 | 9 | 1.6 | -5 | 3 | 23 | -2 | 1 | -1
O=C(Nc1ccc(C(=O)N2CCN(c3ccccc3)CC2)cc1)C1=CSCCO1 | -2 | -16 | 4.0 | 2 | 1 | -16 | -1 | 9 | -7
CCOC(=O)C1CCN(S(=O)(=O)c2ccc(Cl)cc2)CC1 | 3 | -13 | -0.1 | -2 | 8 | -8 | -1 | 0 | -4
Cc1cc(NC(=O)COC(=O)C2CCN(S(=O)(=O)c3ccccc3)CC2)c([N+](=O)[O-])cc1C | -1 | 9 | -0.1 | -1 | 9 | -4 | -3 | 1 | 7
O=S(=O)(CCc1nnc(-c2ccc(Br)cc2)o1)c1ccc(Cl)cc1 | 17 | 3 | 0.2 | 4 | -8 | 16 | -3 | 0 | -5
Cn1ncc(C#N)c1NC(=O)C1CC(c2c(F)cccc2Cl)=NO1 (stereo unspecified) | 1 | 7 | -0.2 | -1 | 0 | -12 | 1 | 1 | 21
CC(C)(Oc1ccc(Cl)cc1)C(=O)Nc1ccncc1 | -10 | 8 | 3.6 | -9 | 9 | -2 | 7 | 6 | -2
O=C(NCCN1CCCCC1)c1cc(Cl)ccc1Cl | -8 | -1 | -0.5 | -1 | 19 | -22 | -2 | 0 | 5
Cc1ccc(NC(=O)c2ccco2)c(NC(=O)c2ccc(Cl)cc2)c1 | -5 | -10 | 2.2 | -10 | 15 | -10 | -2 | 7 | -10
CCOC(=O)c1ccc(NCC(O)COc2ccccc2)cc1 (stereo unspecified) | 4 | -3 | 0.8 | 4 | -5 | -5 | -2 | 4 | -8
COc1ccccc1C1(O)C(=O)Nc2ccc(C)cc21 (stereo unspecified) | 1 | -16 | 0.2 | 5 | -6 | -3 | 0 | 1 | 9
C#CCOc1nc(Nc2cccc([N+](=O)[O-])c2)nc(OCC#C)n1 | -6 | -6 | 0.2 | -8 | 0 | -9 | -2 | 3 | 14
Cn1cc(C(=O)c2cccc(Cl)c2Cl)cc1C#N | 2 | -5 | 0.1 | -3 | 1 | 10 | -3 | 1 | 7
CCCCN1CN(Cc2ccco2)CNC1=S | -4 | -3 | 0.8 | 13 | 13 | 14 | 1 | 2 | 0
CCCCCCC1C(C#N)=C(N)OC2=C1C(=O)CCC2 (stereo unspecified) | 0 | 4 | 0.0 | -7 | 4 | 10 | -3 | 1 | 4
CC(c1ccco1)N(C(=O)c1ccccc1NS(=O)(=O)c1ccc(Cl)cc1)c1ccccn1 (stereo unspecified) | -5 | 8 | 1.3 | -8 | 11 | -6 | -4 | 2 | 1
O=C(NCc1ccccc1Cl)C1CCCN(S(=O)(=O)c2cccc3nsnc23)C1 (stereo unspecified) | -4 | 1 | 1.7 | 3 | 8 | 19 | 0 | 2 | -13
O=C(Cn1cnc2ccccc2c1=O)NCC(=O)N1CCN(c2ccccn2)CC1 | 2 | -3 | 0.0 | 6 | -6 | 7 | -2 | 0 | -4
CCOC(=O)CSCc1cn2cc(Cl)ccc2n1 | -5 | -6 | 0.6 | 4 | 6 | 9 | -2 | 1 | -14

Further compounds follow:
SMILES | CHRM5 PAM | CHRM4 antagonist | M1 ag parental | CHRM4 PAM | CHRM5 antagonist | M1 PAM parental | CHRM5 agonist | CHRM4 agonist | CHO-K1 Ca antag
C#CCOCCOCCOCCNc1nc(N2CCN(C(=O)Cn3cc(CCCN=C(N)N)nn3)CC2)nc(N2CCN(C(=O)[C@H]([C@@H](C)CC)n3cc(CCCCN)nn3)CC2)n1 | -1 | -8 | 7.8 | -4 | 17 | 0 | 0 | 0 | 1
Cc1ccn2c(c1)nc(=O)c1cc(S(=O)(=O)N3CCC(C)CC3)ccc12 | -4 | 9 | 1.1 | 1 | 16 | 14 | -4 | 2 | -17
CC(=O)N1CCN(C(=O)c2ccc3c(c2)OCO3)CC1 | 2 | 1 | -0.1 | -4 | 2 | -10 | 4 | 0 | 0
Cn1cc(CC(=O)NCCCN2CCOCC2)c2ccccc21 | -3 | 2 | -0.2 | -4 | 3 | 2 | 1 | 1 | 15
S=C(NCCCN1CCOCC1)NC1CC1 | 0 | 9 | 0.2 | 0 | 5 | 1 | 0 | 0 | -9
COc1cc(CN2CCC(CO)(Cc3cccc(C(F)(F)F)c3)CC2)ccc1F | 2 | -6 | 6.9 | -18 | 9 | 27 | -1 | 12 | -10
O=C(CC12CC3CC(CC(C3)C1)C2)NCc1ccco1 | 8 | -2 | -0.2 | 1 | -7 | -8 | 1 | 0 | 4
CCN(CC)C(=O)COc1ccc2oc(C)c(C(=O)OC)c2c1 | 3 | -9 | 0.5 | 5 | 4 | 18 | -1 | 1 | -9
Cc1cc(=O)n(C)c2ccccc12 | 5 | 1 | 0.4 | -3 | 3 | 14 | -3 | 0 | -9
COc1ccc(NC(=O)c2ccc3c(=O)n(-c4ccc(OC)cc4OC)c(=S)[nH]c3c2)cc1 | -10 | 1 | 5.4 | -12 | 10 | 12 | 5 | 11 | -8

Some entries already given, limited to CHRM5 agonist:
smiles | CHRM5 agonist
CCN(CC)C(=O)COc1ccc2oc(C)c(C(=O)OC)c2c1 | -1
O=C(CC12CC3CC(CC(C3)C1)C2)NCc1ccco1 | 1
